MOR-DOR inv ag = mu-delta opioid heterodimer inverse agonism; cell-based MOR-DOR heterodimer luminescence; inhibition, % at 9.3 µM; 340,000 tested, 0.21% active; in the data active = inhibition above about 22%, passing the limit was not always enough;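 also: 0% = cells with DMSO and 100% = wells without cells with DMSO; values of inactives mirror those of a sister screen read the other way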
DAGLB inhibitor = blocks human DAGLB lipase activity | HEK293T DAGLB membrane lysate, EnzChek fluorogenic substrate | inhibition, % at 5.17 µM | Q8NCG7 | 340,000 tested, 0.059% active | AID 504411; in the data active = inhibition above about 34%;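 also: 0% = enzyme with vehicle and 100% = wells lacking enzyme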
Target sequence (Q8NCG7 whole entry, looked up): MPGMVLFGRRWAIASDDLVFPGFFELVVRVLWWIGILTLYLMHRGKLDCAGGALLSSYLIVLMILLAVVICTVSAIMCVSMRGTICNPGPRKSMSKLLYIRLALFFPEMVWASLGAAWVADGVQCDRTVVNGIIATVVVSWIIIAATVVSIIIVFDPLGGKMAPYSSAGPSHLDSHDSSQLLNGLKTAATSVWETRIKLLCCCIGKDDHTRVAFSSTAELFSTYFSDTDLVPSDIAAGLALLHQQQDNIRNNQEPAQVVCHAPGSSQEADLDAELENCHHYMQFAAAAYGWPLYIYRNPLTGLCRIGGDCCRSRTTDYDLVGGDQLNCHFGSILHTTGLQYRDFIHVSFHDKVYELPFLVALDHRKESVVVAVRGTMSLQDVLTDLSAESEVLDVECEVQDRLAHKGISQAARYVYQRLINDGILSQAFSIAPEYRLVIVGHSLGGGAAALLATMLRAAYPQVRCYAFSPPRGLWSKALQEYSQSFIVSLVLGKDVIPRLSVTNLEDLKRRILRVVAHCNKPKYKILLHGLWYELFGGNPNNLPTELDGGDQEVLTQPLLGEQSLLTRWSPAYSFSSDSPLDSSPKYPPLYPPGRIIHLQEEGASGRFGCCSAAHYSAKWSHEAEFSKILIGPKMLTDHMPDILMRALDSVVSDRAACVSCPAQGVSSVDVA
HTR5A ag ctr = counter-screen for OPRM1-OPRD1 agonists: human HTR5A agonism; 340,000 tested, 0.61% active; AID 504692; P47898; HTR5A agonist assay, luminescence, cell-based; activation, % at 9.3 µM; in the data active = activation mostly above about 9.5%, no sharp cut-off; inactive = mostly below about 7.6%;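 also: 0% = cells with vehicle only and 100% = reference agonist; strong numbers were not always called active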
PKA-R1A act = activators of PKA-R1A complex | activation, % at 11.4 µM | 340,000 tested, 0.083% active | AID 504707 | P00514+P68181 | PKA-R1A dissociation, Cy5-IP20 fluorescence polarization; scaled: DMSO 0%, 113 µM cGMP 100%;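 active = percent activation above the mean of all tested compounds plus 3 SD, cut at about 19% in these data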;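 also: higher means more PKAc released from R1A so a rise in polarization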
HTR5A inv ag = counter-screen for OPRM1-OPRD1 inverse agonists: human HTR5A inverse agonism; HTR5A cell line, luminescence; inhibition, % at 9.3 µM; P47898; 340,000 tested, 0.083% active; AID 504634; in the data active = inhibition mostly above about 23%, no sharp cut-off; inactive = mostly below about 18%;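 also: 0% = cells with DMSO and 100% = no-cell wells with DMSO; some compounds called inactive have numbers as strong as hits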
DSG3 Ab inh = human desmoglein-3 autoantibody binding inhibition; 310,000 tested, 0.48% active; P32926; DSG3-coupled beads, scFv-anti-DSG3-GFP binding, flow cytometry; hits give low values; binding (percent of control), % at 10 µM;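 active = binding more than 3 SD below its plate's average and above zero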;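 also: hits lower antibody fragment binding to DSG3; some compounds called inactive have numbers as strong as hits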
Arr AP2 block = human beta-arrestin and AP2 interaction inhibition. 340,000 tested, 0.31% active. FITC-arrestin peptide / GST-AP2 beads, flow cytometry; AP2 beta2 appendage carries R879A mutation. inhibition, % at 10 µM. AID 504490;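 active = inhibition above a set limit, near 3 SD of compounds lacking own fluorescence, cut at about 54% in these data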;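 also: plate controls were DMSO wells for no effect and 5 µM unlabelled arrestin peptide for full effect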
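system = GST-tagged AP2 beta2-adaptin appendage (R879A) on 4 µm glutathione beads | reagent = FITC-labelled arrestin peptide probe, 50 nM final | schedule = compound with beads 12 min RT, then probe 1 h RT | signal = HyperCyt-sampled flow cytometry, FL1 channel, ex 488/em 535 nm | read-out = percent response from loss of bead-bound FITC fluorescence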
PKA-R2B activ = PKA-R2B complex activation; AID 504700; activation, % at 11.4 µM; PKA-R2B holoenzyme dissociation, Cy5-IP20 fluorescence polarization; R2B truncated from residue 108, S112A mutant; 0% DMSO only, 100% 113 µM cGMP; 340,000 tested, 0.079% active;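 active = activation above a cutoff set at the mean over all compounds plus 3 SD, cut at about 18% in these data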;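 also: higher means more holoenzyme dissociation and a rise in polarization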
Target sequence (P31323 whole entry, looked up, other chains not shown, the tested form may be a part): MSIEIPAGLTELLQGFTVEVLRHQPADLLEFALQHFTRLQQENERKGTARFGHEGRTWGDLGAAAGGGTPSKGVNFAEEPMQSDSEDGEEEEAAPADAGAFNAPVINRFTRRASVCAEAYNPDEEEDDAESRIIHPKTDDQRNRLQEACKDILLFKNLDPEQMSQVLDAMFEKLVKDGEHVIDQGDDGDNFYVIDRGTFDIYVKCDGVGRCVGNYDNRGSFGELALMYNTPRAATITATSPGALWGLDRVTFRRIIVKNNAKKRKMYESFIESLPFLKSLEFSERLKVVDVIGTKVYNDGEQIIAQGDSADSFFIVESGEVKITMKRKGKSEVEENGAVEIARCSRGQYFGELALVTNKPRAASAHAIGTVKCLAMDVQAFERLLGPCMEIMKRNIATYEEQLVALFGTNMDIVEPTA
MOR-DOR ag = agonists of human mu-delta opioid receptor heterodimerization; 340,000 tested, 0.3% active; P35372+P41143; cells, OPRM1-OPRD1 heterodimerization, luminescence; activation, % at 9.3 µM; in the data active = activation above about 18%;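 also: 0% = vehicle-treated cells and 100% = reference agonist; values of inactives mirror those of a sister screen read the other way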
V-ATPase pH = regulators of yeast V-ATPase proton transport; S. cerevisiae, pHLuorin cytosolic pH fluorescence; response, % at 10 µM; 350,000 tested, 0.37% active; AID 504577; in the data active = response mostly above about 7.3%, no sharp cut-off; inactive = mostly below about 5.4%; also: actives read high; inactives centre near 0; some compounds called inactive have numbers as strong as hits; reference of the scale not given here
An asterisk follows results filed as active; nt = not tested or not shown. Compounds were not picked by outcome; about 2.4% have a hit in one of these screens.

SMILES | MOR-DOR inv ag | DAGLB inhibitor | HTR5A ag ctr | PKA-R1A act | HTR5A inv ag | DSG3 Ab inh | Arr AP2 block | PKA-R2B activ | MOR-DOR ag | V-ATPase pH
O=C(NCc1ccccc1)c1c(F)c(F)c(F)c(F)c1F | -18 | 0 | 0 | 5 | 1 | 90 | 5 | -2 | 3.1 | 15
Cc1ccc[n+](CC(=O)N2CCCCC2)c1C | 15 | 1 | 8 | -4 | -22 | 100 | -13 | 4 | -2.7 | -1
CCOc1ccccc1N(CC(=O)Nc1ccccc1C(=O)N1CCOCC1)S(C)(=O)=O | 18 | 0 | 2 | -11 | -4 | 99 | -2 | 2 | -3.3 | 1
Cc1ccc(S(=O)(=O)N2CCN(Cc3cccnc3)CC2)cc1 | 16 | -1 | 2 | -14 | -6 | 101 | -8 | 2 | -3.1 | -2
Cc1c(NC(=O)/C=C/c2cccs2)c(=O)n(-c2ccccc2)n1C | 6 | -3 | 5 | -11 | 13 | 90 | -3 | 4 | -1.2 | 3
CSCCC(NS(=O)(=O)c1ccc2[nH]c(=O)c(=O)[nH]c2c1)C(=O)O (stereo not drawn) | 5 | 0 | -2 | 11 | 5 | 100 | 4 | 4 | -1.0 | -5
CCOC(=O)c1nc(NNC(=O)c2ccc([N+](=O)[O-])cc2)sc1C | 13 | 21 | -2 | -1 | 9 | 127 | 0 | 0 | -2.6 | -1
O=C(CN1CCSC1=O)N1CCN(S(=O)(=O)c2ccccc2)CC1 | 14 | -2 | 4 | 8 | 7 | 95 | -1 | -3 | -3.5 | 4
COC(=O)c1ccc(COC(=O)CSCC(=O)Nc2ccc(C)cc2C)cc1 | -1 | -4 | 0 | -2 | 0 | 106 | 10 | -4 | 0.3 | -3
CC(C)OC(=O)C1CC(C)(O)C(=O)C(C(=O)OC(C)C)C1c1ccc([N+](=O)[O-])cc1 (stereo not drawn) | 17 | -1 | -6 | 1 | 16 | 101 | -22 | 0 | -3.7 | -1
C=CCNC(=S)N1CCC(C(N)=O)CC1 | 15 | -2 | 0 | -4 | -1 | 98 | 4 | 4 | -3.1 | -2
CC(CC(=O)NC(C)c1ccc2c(c1)OCCO2)c1ccccc1 (stereo not drawn) | 13 | 0 | 1 | 2 | -10 | 99 | 3 | -4 | -2.5 | -2
Cc1nn(-c2ncc(C(F)(F)F)cc2Cl)c(=O)n1-c1ccccc1 | -15 | -3 | 3 | -3 | -1 | 105 | 8 | 4 | 2.8 | 1
C(=C\c1ccccc1)/CSc1nnc(-c2cnccn2)n1Cc1ccco1 | 5 | 0 | -3 | 6 | 10 | 103 | 7 | -4 | -1.0 | 7
CC(=O)c1c(C)[nH]c(C(=O)CN2CCN(S(=O)(=O)c3ccc(C(C)C)cc3)CC2)c1C | -4 | -3 | 3 | -9 | -2 | nt | -2 | -12 | 1.0 | -2
O=C(NCC1CCCO1)c1nc(Cn2ccc([N+](=O)[O-])n2)no1 (stereo not drawn) | -7 | 1 | -2 | 0 | 6 | nt | -4 | -3 | 0.9 | -3
Cc1ccc(N(C(C)C(=O)N2CCOCC2)S(C)(=O)=O)cc1C (stereo not drawn) | 12 | 0 | 5 | -15 | -12 | 99 | 19 | -3 | -2.4 | 1
Cc1noc(C)c1S(=O)(=O)N(C)C[C@H]1OCCCC[C@H](C)Oc2ccc(NC(=O)CCCN(C)C)cc2C(=O)N([C@H](C)CO)C[C@@H]1C | nt | 0 | nt | -5 | nt | 110 | nt | -2 | nt | -2
O=C(Cc1ccccc1)NC1CCN(C(=O)NCc2ccccc2)CC1 | 11 | -2 | -3 | -3 | -7 | 101 | 2 | 4 | -1.9 | 3
CCC(=O)Nc1ccc2c(c1)nc(CCN1CCN(C)CC1)n2C | 4 | 2 | 4 | -8 | 8 | 94 | -2 | -9 | -0.8 | 0
Cc1nc(-c2ccccc2)nc2[nH]c(C(C)C)cc(=O)c12 | 10 | -1 | 0 | -4 | -7 | nt | 37 | -2 | -2.2 | 0
COc1cc(C=NNc2ccccc2[N+](=O)[O-])cc(OC)c1OC | nt | 9 | nt | 9 | nt | 108 | nt | 6 | nt | 2
COc1ccc(C(=O)C(OC(=O)c2ccc(C)c(NC(C)=O)c2)c2ccccc2)cc1 (stereo not drawn) | 12 | -1 | 4 | -2 | -12 | 94 | -15 | -5 | -2.8 | 1
Fc1ccc(N2CCN(C3=Nc4cccc5cccc3c45)CC2)cc1 | -2 | 9 | -1 | -4 | 2 | 102 | 38 | -6 | 0.4 | 0

2 entries picked at random from the list so far, as already listed:
SMILES | MOR-DOR inv ag | DAGLB inhibitor | HTR5A ag ctr | PKA-R1A act | HTR5A inv ag | DSG3 Ab inh | Arr AP2 block | PKA-R2B activ | MOR-DOR ag | V-ATPase pH
Fc1ccc(N2CCN(C3=Nc4cccc5cccc3c45)CC2)cc1 | -2 | 9 | -1 | -4 | 2 | 102 | 38 | -6 | 0.4 | 0
Cc1nc(-c2ccccc2)nc2[nH]c(C(C)C)cc(=O)c12 | 10 | -1 | 0 | -4 | -7 | nt | 37 | -2 | -2.2 | 0

Next section
SMILES | MOR-DOR inv ag | DAGLB inhibitor | HTR5A ag ctr | PKA-R1A act | HTR5A inv ag | DSG3 Ab inh | Arr AP2 block | PKA-R2B activ | MOR-DOR ag | V-ATPase pH
CCc1ccc(NC(=O)CSc2nc3ccccc3c(=O)n2CCCC(=O)N2CCCC2)cc1 | 11 | 1 | 1 | -7 | -3 | 104 | 12 | 10 | -2.2 | 4
Fc1ccccc1COc1ccc(Br)cc1CNCC1CCCO1 (stereo not drawn) | 7 | 0 | 1 | -3 | 3 | 98 | 9 | 2 | -1.4 | -4
COc1cc(NC(=O)C2CCCCC2)c2ncccc2c1 | -29 | -9 | 8 | -5 | -23 | 105 | 1 | -5 | 5.3 | 5
CCOC(=O)CN1C(=O)C(=O)N(Cc2ccccc2)C1=O | 4 | -1 | 1 | 4 | -3 | 94 | 4 | 6 | -0.8 | 0
O=C(O)CCCC(=O)N1CCc2cc(S(=O)(=O)N3CCc4ccccc43)ccc21 | 0 | 3 | 4 | -9 | -11 | 104 | 11 | -3 | 0.0 | 11
Cc1ccc(CN2CC(C(=O)Nc3ccncc3)CC2=O)cc1 (stereo not drawn) | 17 | 0 | 0 | 6 | -17 | nt | 0 | -8 | -3.0 | -1
CSc1ccccc1NC(=O)CO/N=C(\C)c1cc2ccccc2o1 | -29 | -8 | -2 | -16 | 5 | 100 | 4 | -15 | 4.0 | -4
Cc1ccc(OCC(=O)NNC(=O)CCc2ccccc2)cc1 | 8 | -1 | 1 | -8 | -10 | 101 | 19 | -5 | -1.4 | -1
O=C(COC(=O)/C=C/c1nc2ccccc2s1)Nc1cccc2ccccc12 | 14 | -1 | 4 | -6 | 4 | 86 | -9 | 2 | -2.8 | 0
CCn1nnc(-c2ccccc2NC(=O)c2cccc(-n3cnnn3)c2)n1 | 12 | -2 | 0 | -1 | 1 | 104 | -2 | -7 | -2.2 | -3
CC(=O)c1ccc(-n2c(C)c(C(C)=O)c3cc(O)ccc32)cc1 | 1 | 3 | 1 | -4 | -5 | 100 | 2 | 0 | -0.3 | -1
CC1Cc2cc(S(=O)(=O)N3CCC(C(=O)NCc4ccco4)CC3)ccc2N1C(=O)C1CCC1 (stereo not drawn) | 14 | 0 | -1 | 0 | 5 | 101 | -5 | 5 | -2.7 | 3
COc1ccc([N+](=O)[O-])cc1NC(=O)C(C)OC(=O)C1CC(=O)N(Cc2ccco2)C1 (stereo not drawn) | 4 | 1 | -12 | -2 | 8 | 91 | -2 | 3 | -0.6 | -5
CCCOc1ccc(C(=O)O)cc1 | 8 | 0 | 3 | -2 | -11 | 90 | -3 | 4 | -1.6 | 5
C=CCn1c(SCC(=O)NC2CC2)nnc1C1CC1 | 9 | 3 | 5 | 9 | 7 | nt | 6 | 7 | -1.8 | 0
CC(Nc1nc(N2CCN(CCO)CC2)nc2ccccc12)c1ccccc1 (stereo not drawn) | 0 | 2 | -4 | -6 | 10 | 102 | -9 | 14 | 0.0 | 0
COc1cc(C(c2sc3nc(C)nn3c2O)N2CCOCC2)cc(OC)c1OC (stereo not drawn) | 5 | 0 | 2 | -7 | -4 | 100 | -9 | 4 | -0.8 | 1
CCOC(=O)N1CCN(C(c2ccc(C(C)C)cc2)c2sc3nc(C)nn3c2O)CC1 (stereo not drawn) | 9 | 3 | 1 | 0 | -12 | 87 | -3 | 11 | -1.7 | -2
Cc1cc(N)n(-c2ccccc2C)n1 | 14 | 1 | 3 | -7 | -19 | 106 | 0 | -2 | -2.6 | 0
CN(C(=O)COC(=O)Cc1ccccc1[N+](=O)[O-])C1CCS(=O)(=O)C1 (stereo not drawn) | 1 | 0 | -2 | 6 | 5 | 91 | -6 | -7 | -0.1 | 1
O=C(Nc1ccc([N+](=O)[O-])cn1)c1cccnc1 | 0 | -2 | 0 | 5 | 1 | 104 | 3 | -1 | 0.0 | -4
CN(C(=O)CSc1nc(O)cc(=O)n1-c1ccccc1F)c1ccccc1 | 15 | 1 | 9 | 1 | -34 | nt | 13 | 3 | -2.6 | -1
O=C(COc1cc(O)c2c(=O)cc(-c3ccccc3)oc2c1)c1ccccc1 | 11 | -1 | 2 | 1 | -5 | 109 | -2 | -1 | -2.2 | -2
COc1ccccc1-c1cnnc(N/N=C/c2ccc(-c3cccc(Br)c3)o2)n1 | -3 | 4 | 1 | -1 | 7 | 91 | 3 | -10 | 0.5 | 0
O=C(Cc1ccc(F)cc1)N1CCN(c2ccc([N+](=O)[O-])cc2)CC1 | 17 | 3 | -4 | 3 | 15 | 100 | -1 | 1 | -3.6 | 0
O=C(c1ccc(F)c(F)c1)N1CCC2(CC1)NCCc1[nH]cnc12 | 10 | 2 | 0 | 6 | -25 | 109 | -11 | -6 | -1.8 | -1
C[C@H](CO)N1C[C@H](C)[C@@H](CN(C)C(=O)Nc2ccc(C(F)(F)F)cc2)Oc2ccc(NC(=O)Cn3cnnn3)cc2C1=O | 5 | -4 | 0 | 0 | -11 | nt | 27 | -3 | -0.8 | -2
CCN(C(=O)Cn1cnc2cc([N+](=O)[O-])ccc2c1=O)C1CCS(=O)(=O)C1 (stereo not drawn) | -4 | -1 | -1 | 1 | 4 | 106 | -7 | -2 | 0.8 | 2
CCc1nc2sc3c(=O)[nH]cnc3c2c2c1CSC(C)(C)C2 | 10 | -1 | 3 | -18 | -23 | 88 | 5 | 6 | -1.9 | 0
C=C[C@H]1C(O[C@@H]2O[C@H](CO)[C@@H](O)[C@H](O)[C@H]2O)OC=C2C(=O)N3CCc4cc(OC)c(O)cc4[C@H]3C[C@H]21 (stereo partly drawn) | 4 | -4 | 6 | 0 | 18 | nt | 13 | 1 | -0.8 | 1
COc1cccc(-c2ccc3ncnc(NCc4cccs4)c3c2)c1 | 7 | -4 | 5 | -10 | -13 | 103 | 7 | -8 | -1.3 | -6
O=C(NCc1ccc2c(c1)OCO2)c1ccncc1 | 8 | 0 | 1 | 1 | 9 | 98 | 0 | 10 | -1.6 | -4

From PubChem BioAssay
